Rv3671c protease – Rv3671c serine protease inhibitors, primary screen, biochemical, fluorescence polarization, M. tuberculosis H37Rv; actives 0.048% (n = 320,000); AID 2606, 2010; inhibition, % at 5.96 µM; P9WHR9; in the data active = inhibition above about 38%;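 also: extracellular domain of Rv3671c used as enzyme; 0% = enzyme with DMSO and 100% = no enzyme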
BoNT A protease – BoNT/A light chain protease inhibitors, primary screen, biochemical, flow cytometry, MLPCN library; AID 588499, 2011; Botulinum neurotoxin type A light chain protease (Clostridium botulinum A str. ATCC 3502); actives 0.17% (n = 360,000); multiplex microsphere protease substrate cleavage; inhibition, % at 10 µM; also: plate controls were buffer without enzyme for full effect and enzyme alone for no effect
MazEF act – activators of E. coli MazEF toxin-antitoxin RNase, primary screen, biochemical, fluorescence, uHTS | FAM/BHQ RNA-DNA oligo cleavage fluorescence, 5 h | activation, % at 20 µM | Endoribonuclease toxin MazF (Escherichia coli (strain K12)), P0AE70 | actives 0.32% (n = 350,000) | AID 504720, 2011; in the data active = activation above about 50%
Target sequence (P0AE70 whole entry, looked up): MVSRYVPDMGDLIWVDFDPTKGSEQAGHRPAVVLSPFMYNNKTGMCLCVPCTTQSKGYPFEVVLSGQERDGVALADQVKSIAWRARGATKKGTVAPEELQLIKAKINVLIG
Anthrax LF inh2 – Bacillus anthracis LF protease inhibitors, primary screen, biochemical, multiplex microsphere, MLPCN library; Lethal factor (Bacillus anthracis), P15917; multiplex microsphere protease cleavage assay; inhibition, % at 10 µM; actives 0.12% (n = 360,000); AID 588501, 2011; also: plate controls were buffer without enzyme for full effect and enzyme alone for no effect
Target sequence (P15917 whole entry, looked up): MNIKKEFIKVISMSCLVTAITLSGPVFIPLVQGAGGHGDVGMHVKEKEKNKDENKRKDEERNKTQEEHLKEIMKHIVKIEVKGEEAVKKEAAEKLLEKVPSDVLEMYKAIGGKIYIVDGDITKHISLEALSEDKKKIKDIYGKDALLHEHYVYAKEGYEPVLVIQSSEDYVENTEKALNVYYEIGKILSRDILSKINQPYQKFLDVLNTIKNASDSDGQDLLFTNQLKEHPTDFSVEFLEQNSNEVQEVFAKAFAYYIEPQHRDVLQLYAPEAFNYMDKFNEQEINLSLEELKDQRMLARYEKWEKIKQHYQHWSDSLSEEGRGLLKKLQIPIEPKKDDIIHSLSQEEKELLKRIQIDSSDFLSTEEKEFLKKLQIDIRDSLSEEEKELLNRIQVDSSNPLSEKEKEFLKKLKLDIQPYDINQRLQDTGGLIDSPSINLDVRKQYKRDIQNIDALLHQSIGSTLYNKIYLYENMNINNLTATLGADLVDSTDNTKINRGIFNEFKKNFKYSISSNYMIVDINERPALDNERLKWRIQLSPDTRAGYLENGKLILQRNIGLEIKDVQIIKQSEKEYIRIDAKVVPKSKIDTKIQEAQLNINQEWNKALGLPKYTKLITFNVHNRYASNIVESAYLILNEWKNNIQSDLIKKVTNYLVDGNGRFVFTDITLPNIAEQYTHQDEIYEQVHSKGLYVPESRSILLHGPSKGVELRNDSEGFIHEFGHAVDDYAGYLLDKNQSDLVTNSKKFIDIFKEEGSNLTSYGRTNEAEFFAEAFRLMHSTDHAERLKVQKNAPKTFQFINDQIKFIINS
PrPC surface inh – inhibitors of human cell surface prion protein PrPC, primary screen, cell-based, TR-FRET; Major prion protein (Homo sapiens), P04156; TR-FRET read-out; inhibition, % at 13.8 µM; actives 0.43% (n = 370,000); AID 720596, 2013; in the data active = inhibition above about 24%; also: 0% = median of the test wells and 100% = reference compound wells
DUSP3 inh – VHR1 phosphatase inhibitors, primary screen, biochemical, absorbance, uHTS. inhibition, % at 13.3 µM. AID 1654, 2009. recombinant VHR phosphatase, pNPP absorbance. actives 0.52% (n = 290,000). Dual specificity protein phosphatase 3 (Homo sapiens), P51452; in the data active = inhibition above about 50%; also: some compounds called inactive have numbers as strong as hits
Target sequence (P51452 whole entry, looked up): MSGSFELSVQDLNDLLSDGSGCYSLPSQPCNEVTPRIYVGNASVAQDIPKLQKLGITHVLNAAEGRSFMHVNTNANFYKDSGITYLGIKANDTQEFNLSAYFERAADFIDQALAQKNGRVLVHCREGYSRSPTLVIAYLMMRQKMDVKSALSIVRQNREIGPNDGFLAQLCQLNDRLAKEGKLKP
SARS 3CLpro inh – SARS-CoV 3CLpro protease inhibitors, primary screen, biochemical, quenched FRET. actives 0.14% (n = 290,000). inhibition, % at 6 µM. AID 1706, 2009. recombinant SARS-CoV 3CLpro, quenched FRET peptide cleavage. Replicase polyprotein 1ab (Severe acute respiratory syndrome coronavirus), P0C6X7; in the data active = inhibition above about 12%
CCHFV vOTU inh – CCHFV vOTU protease inhibitors, primary screen, biochemical, Pep-AMC substrate, fluorescence | AID 651958, 2012 | actives 0.55% (n = 370,000) | Crimean-Congo hemorrhagic fever virus L polyprotein viral ovarian tumor (vOTU) protease … | inhibition, % at 11.5 µM; in the data active = inhibition above about 30%; also: 0% = vehicle wells with enzyme and 100% = no enzyme wells
BoNT-F LC inh – BoNT/F light chain protease inhibitors, primary screen, biochemical, flow cytometry, MLPCN library; actives 0.22% (n = 360,000); Multiplex microsphere protease cleavage assay; inhibition, % at 10 µM; AID 588497, 2011; Botulinum neurotoxin type F light chain protease (Clostridium botulinum); in the data active = inhibition above about 35%, passing the limit was not always enough; inconclusive = no clear call, values can overlap the other calls; also: plate controls were buffer without enzyme for full effect and enzyme alone for no effect
SSB-PriA inh – inhibitors of Klebsiella pneumoniae PriA binding to SSB C-terminal tail, primary screen, biochemical, AlphaScreen; actives 0.6% (n = 430,000); AlphaScreen SSBct-PriA binding, biotinylated peptide; PriA–SSB C-terminal tail interaction (Klebsiella pneumoniae); inhibition, % at 33 µM; AID 1272365, 2023; in the data active = inhibition mostly above about 37%, no sharp cut-off; inactive = mostly below about 20%;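 also: plate controls were negative control peptide for no effect and reference peptide for full effect; strong numbers were not always called active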
An asterisk follows results filed as active; ? = inconclusive; · = not tested or not shown; & = joins results of further samples. Rule as the data show it, unless noted: active = inhibition above about 30%; inconclusive = no clear call, values can overlap the other calls; inactive = below that. The list is partial (hit frequency here may not be typical).

1. CCOc1ccc(/C=C2\SC(=S)N(CC(=O)NCCCN3CCOCC3)C2=O)cc1
2. COc1cccc(-c2nnc(SCC(=O)Nc3cc(C)on3)n2C)c1
3. CC1(C)Cc2nc3[nH]c(=S)n(-c4ccccc4)c(=O)c3cc2CO1
4. CCN(CC)S(=O)(=O)c1ccc(N2CCCC2)c(NS(=O)(=O)c2ccccc2)c1
5. CCOC(=O)C(=O)NCC(c1ccco1)S(=O)(=O)c1cccs1 (centres undefined)
6. CCSc1nc2ccccc2n1Cc1ccccc1F
7. CCN(Cc1cc2ccccc2[nH]c1=O)C(=O)c1cccc([N+](=O)[O-])c1
8. CCN(CC(=O)Nc1c(F)cccc1F)C(=O)Cc1csc(-c2ccccc2)n1
Compound	1	2	3	4	5	6	7	8
Rv3671c protease	-2	2	-7	-8	6	0	9	-2
BoNT A protease	1.3	1.4	5.7	0.0	0.1	-0.5	·	3.4
MazEF act	1	1	4	-94	-3	-2	-1	8
Anthrax LF inh2	11	-6	-3	-1	0	-10	·	-2
PrPC surface inh	-7	-7	8	-1	-2	5	-5	1
DUSP3 inh	13	44	·	-4	·	4	42	·
SARS 3CLpro inh	-4	0	1	2	·	2	1	·
CCHFV vOTU inh	8	-2	0	3	-1	-6	8	3
BoNT-F LC inh	14	5	4	-9	11	0	·	6
SSB-PriA inh	12	-3	-5	5	-5	-47	-8	1

9. CCCC[n+]1ccn(-c2nc3ccccc3nc2[N-]S(=O)(=O)c2ccc(Br)cc2)c1
10. C[C@H](O)[C@@H]1C(=O)N2CCc3c([nH]c4ccccc34)[C@@H]2C[C@@H]1N(C)C(=O)Nc1cccc2ccccc12
11. O=C(/C=C/c1cn(-c2ccccc2)nc1-c1cccnc1)NCCN1CCOCC1
12. O=C(O)c1ccc(N2C(=O)c3[nH]nc(-c4ccccc4)c3C2c2ccccc2)cc1 (centres undefined)
13. Cn1c(NCc2ccccc2)nc2c1c(=O)n(Cc1ccccc1)c(=O)n2C
14. Cc1cc(NC(=O)CSc2nc3c(C)cccc3cc2C#N)no1
15. COc1ccc(NS(=O)(=O)c2ccc(OCC(=O)N3CCOCC3)cc2)cc1
16. Fc1cccc(Cn2cc(C(=S)N3CCCCC3)c3ccccc32)c1
Compound	9	10	11	12	13	14	15	16
Rv3671c protease	-2	·	4	-2	-2	-10	-5	-7
BoNT A protease	0.9	1.4	-0.8	0.0	0.2	0.2	-0.4	0.8
MazEF act	-3	·	7	-20	-1	26	6	-5
Anthrax LF inh2	7	1	-3	3	1	-2	-2	-1
PrPC surface inh	4	1	-17	-3	7	17	10	0
DUSP3 inh	18	·	-8	-11	-2	12	17	-7
SARS 3CLpro inh	3	·	2	1	1	-7	0	-2
CCHFV vOTU inh	6	-92	21	-2	11	16	1	10
BoNT-F LC inh	22	-2	-4	-4	-2	3	-3	7
SSB-PriA inh	-5	·	-1	3	3	8	-4	-19

17. COC(=O)C1N2C(=O)[C@@H](NC(=O)COc3ccccc3)[C@H]2SC1(C)C (some centres undefined)
18. O=C(O)C1CCCCN1C(=O)c1ccc(S(=O)(=O)N2CCCC2)cc1 (centres undefined)
19. CCCn1c(SCC(=O)c2c[nH]c3ccccc23)nnc1-c1ccncc1
20. Cc1nc(S(=O)(=O)c2ccc(Cl)cc2)c(NCc2ccccc2)o1
21. CCCCN(C(=O)COC(=O)CSc1cc(C)c2ccccc2n1)c1c(N)n(CCC)c(=O)[nH]c1=O
22. CC(C)C(=O)NS(=O)(=O)c1ccc(N)cc1
23. Oc1oc(C=Nc2ccc(F)cc2F)c2ccccc12
24. Cc1ccnc(NC(=O)COc2ccc3oc4c(c3c2)CCCC4)c1
Compound	17	18	19	20	21	22	23	24
Rv3671c protease	4	·	-7	0	-1	-2	-7	-17
BoNT A protease	0.4	4.4	53*	-0.7	0.2	-0.1	0.2	0.5
MazEF act	-5	0	20	3	0	-1	-2	-5
Anthrax LF inh2	2	3	15	-1	0	-2	1	0
PrPC surface inh	-5	0	-10	2	14	3	-3	2
DUSP3 inh	·	·	3	12	19	27	10	4
SARS 3CLpro inh	·	·	5	-4	-7	0	-2	-5
CCHFV vOTU inh	-5	2	-8	-11	2	24	-10	4
BoNT-F LC inh	1	6	-24	-19	-4	4	2	-1
SSB-PriA inh	-16	-3	11	6	-12	-14	3	-12

Structural class, those above with a COOH group (two)
12. O=C(O)c1ccc(N2C(=O)c3[nH]nc(-c4ccccc4)c3C2c2ccccc2)cc1 (centres undefined)
18. O=C(O)C1CCCCN1C(=O)c1ccc(S(=O)(=O)N2CCCC2)cc1 (centres undefined)
Compound	12	18
Rv3671c protease	-2	·
BoNT A protease	0.0	4.4
MazEF act	-20	0
Anthrax LF inh2	3	3
PrPC surface inh	-3	0
DUSP3 inh	-11	·
SARS 3CLpro inh	1	·
CCHFV vOTU inh	-2	2
BoNT-F LC inh	-4	6
SSB-PriA inh	3	-3

Following part
25. Cc1ccc(C)c(N2CCN(C(=O)CCc3nc(-c4ccccc4C(F)(F)F)no3)CC2)c1
26. COC(=O)c1nn(-c2ccccc2)c2nnc(Cc3ccc(C)cc3)c(=O)n12
27. CCOc1ccc(-n2c(=O)c3sccc3n(CC(=O)NC3CCCCC3)c2=O)cc1
28. CC1(C)CC(=O)C2=C(C1)Oc1ncn(Cc3ccco3)c(=N)c1C2c1ccccc1 (centres undefined)
29. S=C(NCc1ccco1)Nc1ccccn1
30. COc1ccc(NC(=O)CCN2C(=O)C3C4C=CC(C4)C3C2=O)cc1 (centres undefined)
31. Cc1cccc(NC(=O)CCCN2C(=O)c3ccccc3C2=O)n1
32. Cc1ccc(NC(=O)Cc2nnc(N)s2)cc1
Compound	25	26	27	28	29	30	31	32
Rv3671c protease	·	-3	8	5	-2	2	-5	3
BoNT A protease	-0.5	0.2	1.4	0.0	0.5	-0.3	-2.2	-6.2
MazEF act	5	0	-8	5	-2	5	0	15
Anthrax LF inh2	-2	0	1	-2	-7	-5	-6	18
PrPC surface inh	-7	8	-8	3	6	8	-6	3
DUSP3 inh	·	-8	1	40	1	33	40	-1
SARS 3CLpro inh	·	5	6	0	3	-1	-3	3
CCHFV vOTU inh	9	32*	28	-1	-8	-9	14	-7
BoNT-F LC inh	-3	-1	3	-4	-1	-5	-16	?
SSB-PriA inh	-18	7	-7	0	3	-1	-15	-7

33. COc1ncccc1C(=O)N1CCC(n2nccc2NC(=O)CC(C)C)CC1
34. COc1ccc(C)cc1NC1=NCCCS1
35. O=C(Cc1ccccc1)NC1CCS(=O)(=O)C1 (centres undefined)
36. CC(=O)Oc1ccc(Cn2c(C)c(C(=O)NCc3ccc4c(c3)OCCO4)sc2=O)cc1
37. COc1cccc2c(O)cc(=O)n(C)c12
38. CCc1ccc(-c2c(C)sc(NC(=O)C3CCC3)c2C#N)cc1
39. CCC(CO)N=C1CC(C)(C)CC(=O)/C1=C(/O)CCCN1C(=O)c2ccccc2C1=O (centres undefined)
40. COc1ccccc1-n1c(SCC(=O)Nc2cccc(S(N)(=O)=O)c2)nc2ccccc2c1=O
Compound	33	34	35	36	37	38	39	40
Rv3671c protease	-1	8	-3	·	1	0	1	-4
BoNT A protease	-1.7	-2.6	0.0	-0.1	-1.2	0.6	0.0	-0.4
MazEF act	1	-2	1	·	-10	-3	1	3
Anthrax LF inh2	4	1	2	2	0	4	1	-2
PrPC surface inh	-1	11	-1	-6	-7	-5	1	10
DUSP3 inh	-29	20	20	·	-14	2	33	19
SARS 3CLpro inh	2	0	-1	·	0	-1	6	2
CCHFV vOTU inh	15	4	8	2	2	-19	13	4
BoNT-F LC inh	-2	-5	6	4	-4	8	3	-2
SSB-PriA inh	-11	-7	-9&-4&9	·	-9	-10	·	3

41. Cn1c(=O)c2c(nc(NCc3ccc4c(c3)OCO4)n2Cc2ccc(F)cc2)n(C)c1=O
42. Brc1ccc2c(c1)OCCOCCOCCOCCOCCOCCO2
43. Cc1ccc(-n2c(SCC(=O)N(C)C3CCS(=O)(=O)C3)nc3ccccc3c2=O)c(C)c1 (centres undefined)
44. CCOCCCNC(=O)N1CCOCC1
45. COc1ccccc1S(=O)(=O)Cc1ccc(C(=O)NCCN(C)C)o1
46. NC(=O)c1ccsc1NC(=O)CSc1ncnc2sccc12
47. O=C(O)CCC(=O)NNc1nc2ccccc2nc1-c1ccccc1
48. Oc1[nH]c2ccccc2c1C=Nc1ccc2c(c1)OCO2
Compound	41	42	43	44	45	46	47	48
Rv3671c protease	-2	0	3	1	-4	-15	1	-11
BoNT A protease	8.0	0.0	0.3	0.6	0.7	-0.1	-0.2	-0.9
MazEF act	0	5	5	5	1	-2	-3	12
Anthrax LF inh2	-6	-1	-7	-8	4	-11	-2	-1
PrPC surface inh	5	-7	6	3	-4	5	-23	-5
DUSP3 inh	-2	1	·	-4	·	·	16	-6
SARS 3CLpro inh	3	-4	·	2	-2	·	4	7
CCHFV vOTU inh	-4	-6	4	-10	2	1	-7	14
BoNT-F LC inh	12	-7	0	6	-3	-4	2	-11
SSB-PriA inh	-2	-6	-8	-6	-15	7	-5	27

49. CCOC(=O)[C@@H]1[C@H]2COc3ccccc3[C@@H]2N2C(=O)N(c3ccc(Br)cc3)C(=O)[C@]12C
50. COc1cccc(C(=O)N/N=C/C(Br)=C/c2ccccc2)c1
51. Cc1ccc(NC(=O)COC(=O)c2c(C)nn(-c3ccccc3)c2C)cc1
52. COc1ccc(C(CC(=O)O)N2Cc3ccccc3C2=O)cc1OC (centres undefined)
53. O=C(CSc1nnc(-c2cccnc2)o1)Nc1cccc(F)c1
54. C=C1C[C@]23C[C@@]1(O)CC[C@H]2[C@@]12C=C[C@H](O)[C@@](C)(C(=O)O1)[C@H]2[C@@H]3C(=O)O
Compound	49	50	51	52	53	54
Rv3671c protease	4	-7	1	10	1	7&0
BoNT A protease	0.6	-0.3	-0.4	-6.3	·	0.4&-0.2
MazEF act	8	16	0	5	1	6&2
Anthrax LF inh2	-2	-2	0	-13	·	-11&-2
PrPC surface inh	-4	5	3	5	5	-4&3
DUSP3 inh	·	1	·	-16	·	·
SARS 3CLpro inh	·	2	·	-3	·	·
CCHFV vOTU inh	-7	10	6	-7	-12	6&-5
BoNT-F LC inh	-6	-4	-6	13	·	-7&-7
SSB-PriA inh	5	·	-5	2	-1	-5

Structural class: the compounds so far with a thiophene ring, fused or not (4)
5. CCOC(=O)C(=O)NCC(c1ccco1)S(=O)(=O)c1cccs1 (centres undefined)
27. CCOc1ccc(-n2c(=O)c3sccc3n(CC(=O)NC3CCCCC3)c2=O)cc1
38. CCc1ccc(-c2c(C)sc(NC(=O)C3CCC3)c2C#N)cc1
46. NC(=O)c1ccsc1NC(=O)CSc1ncnc2sccc12
Compound	5	27	38	46
Rv3671c protease	6	8	0	-15
BoNT A protease	0.1	1.4	0.6	-0.1
MazEF act	-3	-8	-3	-2
Anthrax LF inh2	0	1	4	-11
PrPC surface inh	-2	-8	-5	5
DUSP3 inh	·	1	2	·
SARS 3CLpro inh	·	6	-1	·
CCHFV vOTU inh	-1	28	-19	1
BoNT-F LC inh	11	3	8	-4
SSB-PriA inh	-5	-7	-10	7

Screens (PubChem BioAssay)
